ABHD4 inh: inhibits mouse alpha/beta hydrolase domain 4 | purified mABHD4, FP-Rh probe fluorescence polarization | Q8VD66 | 370,000 tested, 0.54% active | inhibition, % at 8.92 µM;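 active = inhibition exceeding the mean over every tested compound plus 3 SD, cut at about 30% in these data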;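 note: 0% = plate median of compound wells and 100% = S159A mutant with DMSO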
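Test system: mABHD4 protein | Buffer or medium: HEPES pH 7.0 buffer, 150 mM NaCl, 0.01% Pluronic F-127 | Probe or stimulus: FP-Rh fluorescent activity-based probe, added after compound pre-incubation | Timing: Pre-incubation 45 min, probe exposure 60 min, at 25 °C | Technique: Fluorescence polarization, excitation 525 nm, emission 598 nm, BODIPY TMR filters | Repeats: Single well per compound (singlicate)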
rCAG binder: molecules binding r(CAG) RNA repeats | r(CAG) RNA repeat, TO-PRO-1 dye displacement fluorescence | inhibition, % at 3 µM | 370,000 tested, 1.3% active | AID 651821;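 active = inhibition above the plate cutoff, the mean of all test compounds on that plate plus 3 SD, cut at about 35% in these data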;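 note: 0% = DMSO alone and 100% = 100 µM mitoxantrone as full dye displacement; higher means more dye released from RNA so lower well fluorescence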
TCR-CD3 inh: inhibitors of human TCR-CD3 interaction | TAMRA-labeled TCR probe fluorescence, biochemical | inhibition, % at 9.4 µM | 360,000 tested, 0.37% active | AID 651800; in the data active = inhibition above about 19%;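 note: recombinant mutant TCR 2C K166C tagged with TAMRA read by polarization; 0% = receptor in buffer alone and 100% = receptor with positive control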
SIAE inh: inhibitors of human sialic acid acetylesterase SIAE | Q9HAT2 | SIAE FP-Rh probe binding, fluorescence polarization | inhibition, % at 9.66 µM | 370,000 tested, 0.69% active;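 active = inhibition above a cutoff: mean of compounds within the control limits plus 3 SD of those, cut at about 17% in these data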;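 note: 0% = plate median of compound wells and 100% = probe without SIAE protein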
Target sequence (Q9HAT2 whole entry, looked up): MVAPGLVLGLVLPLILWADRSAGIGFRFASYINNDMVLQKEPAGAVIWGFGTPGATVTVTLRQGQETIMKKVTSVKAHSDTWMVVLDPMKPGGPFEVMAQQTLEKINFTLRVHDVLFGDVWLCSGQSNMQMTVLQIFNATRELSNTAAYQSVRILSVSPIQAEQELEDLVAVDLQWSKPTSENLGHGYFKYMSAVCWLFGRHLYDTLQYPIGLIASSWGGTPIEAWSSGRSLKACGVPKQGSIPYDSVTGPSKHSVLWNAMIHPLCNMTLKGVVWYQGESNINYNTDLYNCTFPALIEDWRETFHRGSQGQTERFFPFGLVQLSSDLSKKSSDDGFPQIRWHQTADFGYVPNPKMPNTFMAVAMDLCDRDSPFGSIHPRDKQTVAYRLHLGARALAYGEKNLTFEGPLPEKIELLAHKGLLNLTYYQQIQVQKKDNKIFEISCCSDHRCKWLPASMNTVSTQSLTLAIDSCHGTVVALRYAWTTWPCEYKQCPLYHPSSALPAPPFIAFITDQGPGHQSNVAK
PRMT1 inh: inhibitors of human PRMT1 | Q99873 | recombinant PRMT1, activity-based probe fluorescence polarization | 370,000 tested, 1.3% active | AID 652257 | inhibition, % at 2.79 µM;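 active = inhibition above about 21% made by adding two undisclosed values, limit read from the data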
Target sequence (Q99873 whole entry, looked up): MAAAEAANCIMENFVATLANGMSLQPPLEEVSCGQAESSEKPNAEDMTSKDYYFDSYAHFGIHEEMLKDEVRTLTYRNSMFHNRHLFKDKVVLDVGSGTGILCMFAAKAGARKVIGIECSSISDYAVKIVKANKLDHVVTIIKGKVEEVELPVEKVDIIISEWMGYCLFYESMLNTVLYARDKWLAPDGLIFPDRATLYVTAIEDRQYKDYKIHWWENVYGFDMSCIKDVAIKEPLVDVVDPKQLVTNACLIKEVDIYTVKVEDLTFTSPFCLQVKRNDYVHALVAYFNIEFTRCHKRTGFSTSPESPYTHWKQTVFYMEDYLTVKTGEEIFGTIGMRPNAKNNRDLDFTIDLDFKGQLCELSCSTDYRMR
TDP2 inh: TDP2 (human) inhibition, absorbance primary screen | recombinant TDP2, T5PNP hydrolysis, p-nitrophenol absorbance 415 nm | AID 720702 | inhibition, % at 12.8 µM | 370,000 tested, 0.34% active;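 active = inhibition above the mean of all tested compounds plus 3 SD, set per campaign, cut at about 25% in these data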;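 note: 0% = DMSO with enzyme and 100% = buffer with substrate but no TDP2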
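Test system: Human TDP2 enzyme | Reagent: 5 mM T5PNP | Compound dosing: 12.8 µM single point, 1% DMSO | Incubation: Enzyme reaction with compound for 2 h at 37 °C | Technique: p-Nitrophenol epi absorbance | Read-out: % inhibition relative to enzyme-containing and enzyme-free wells | Benchmarks: High control without enzyme, low control DMSO plus TDP2 | Replicates: Singlicate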
LEDGF integ inh: blocks HIV-1 LEDGF/p75-dependent DNA integration; TR-FRET IN-LEDGF/p75 DNA integration, Eu/Cy5; 370,000 tested, 0.64% active; inhibition, % at 3.7 µM;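 active = inhibition above the screen-wide mean plus 3 SD, cut at about 13% in these data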;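 note: signal is the Cy5 over europium emission ratio at 671 and 618 nm; 0% = plate median of compound wells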
HTRA1 inhibitor: blocks human HTRA1 serine peptidase; Q92743; recombinant HTRA1, FP-rhodamine activity-based probe, fluorescence polarization; inhibition, % at 5.96 µM; 340,000 tested, 0.5% active; AID 504803; in the data active = inhibition above about 36%;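 note: 0% = enzyme with DMSO and 100% = wells lacking enzyme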
MBD2 inh: MBD2-methylated oligo binding inhibition. Q9UBB5. TR-FRET, MBD2 binding to methylated oligonucleotide. inhibition, % at 4.4 µM. 370,000 tested, 0.31% active. AID 686964; in the data active = inhibition above about 13%
GC-B act: GC-B (human) receptor activation. HEK293-GC-B cells, CNP EC30, cGMP TR-FRET; 0% at EC30 CNP, 100% saturating CNP. activation, % at 10 µM. P20594. AID 1920062. 370,000 tested, 0.11% active;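 active = activation at 10 µM reaching about 35% in either raw or pattern-adjusted values, limit read from the data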
* marks the source's active call; other numbers are inactive results; x = no result given. The list is partial; rates above refer to the full screens.

Below each compound – ABHD4 inh	rCAG binder	TCR-CD3 inh	SIAE inh	PRMT1 inh	TDP2 inh	LEDGF integ inh	HTRA1 inhibitor	MBD2 inh	GC-B act
CCCCc1nnc(NC(=O)CCS(=O)(=O)c2ccc(C)cc2)s1
 : 7	-1	-2	-2	3	7	2	8	-5	0
CCN(CC(=O)Nc1ccc(NC(C)=O)cc1)C(=O)c1sc2nc3n(c(=O)c2c1C)CCC3
 : 0	0	2	-2	-1	-6	3	-8	-7	1
Cc1cc(=O)[nH]c(SCC(=O)Nc2ccc(Cl)cn2)n1
 : 0	1	0	-1	1	-8	-2	1	0	-5
CC/C(=N/NC(=O)c1ccccc1O)c1c(C)[nH]n(-c2ccccc2)c1=O
 : 15	17	16	8	0	-3	2	19	1	1
O=C(O)c1ccccc1C(=O)Nc1ccc(S(=O)(=O)Nc2nccs2)cc1
 : 4	0	38*	2	24*	-6	-3	3	19*	2
COc1ccc2[nH]c(=S)cc(C)c2c1
 : 3	3	10	24*	14	13	1	2	-4	-1
CCOC(=O)C1=C(C)N(C)C(C)=C(C(=O)OCC)C1c1ccccn1
 : -3	-2	10	-1	1	4	-1	8	1	4
O=[N+]([O-])c1cccc(-c2csc(Nc3ccccc3)n2)c1
 : 10	9	-5	2	1	1	1	-16	3	-2
COc1ccc(N2C3=C(C(=O)CC(C)(C)C3)C(c3ccccc3OC)C3=C2CC(C)(C)CC3=O)cc1
 : 3	-9	6	-11	0	-11	-3	-7	-2	-12
O=C(Cn1nnc(-c2ccccc2NC(=O)c2cccs2)n1)Nc1ccccc1
 : -6	6	-6	-54	-1	3	-3	-7	-1	-2
NC(=O)c1nnsc1-c1ccco1
 : 5	4	3	0	-4	1	3	4	-7	-3
CC(=O)C1=C(O)C(CSCc2ccccc2)N(C)C1=O (stereo unspecified)
 : 2	6	5	1	9	-6	4	-9	-3	-4
NC(=O)C1CCN(c2ccnc3cc(Cl)ccc23)CC1
 : -1	3	1	11	1	2	3	0	-5	2
COc1cccc(CNC(=O)CCc2nnc(C3CCCCC3)o2)c1
 : 1	-4	2	0	-2	-14	2	-3	0	-4
CCOC(=O)[C@]12CCCCC/C=C\1N(Cc1ccc(OC)cc1)C(=O)[C@H]2CC(=O)NCCCOC
 : -1	-2	x	-1	1	-2	2	x	-2	-8
CCN1C(=O)CSC1=Nc1cccc(C(=O)O)c1
 : 1	0	-5	0	4	4	-5	-11	7	-6
COc1ccc(/C=N/N2CCN(c3ccc(Cl)cc3)CC2)cc1O
 : 4	-1	-1	9	-2	22	-1	4	-4	-1
Clc1ccc(SCc2cc(N3CCOCC3)nc(-c3ccccn3)n2)cc1
 : 1	-10	-2	-5	0	1	2	3	-2	-9
CC(NC(=O)c1ccco1)C(=O)N1CCc2ccccc2C1 (stereo unspecified)
 : -5	-2	6	2	-2	4	-3	-2	0	-11
CCOC(=O)c1ccc(NC(=O)c2sc3nc4n(c(=O)c3c2C)CCC4)cc1
 : -2	4	4	-12	-1	-3	-1	-4	-2	-7

(more compounds)
Below each compound – ABHD4 inh	rCAG binder	TCR-CD3 inh	SIAE inh	PRMT1 inh	TDP2 inh	LEDGF integ inh	HTRA1 inhibitor	MBD2 inh	GC-B act
COc1ccc(CCNC(=O)c2coc3ccccc3c2=O)cc1
 : -4	-1	5	2	-4	-14	3	6	-4	-15
COc1ccc(C)c2sc(N(CCN(C)C)C(=O)c3cccc(N4C(=O)CCC4=O)c3)nc12
 : -1	-2	-1	-1	1	1	-2	-4	4	1
Cc1cccn2c(=O)c3cc(C(=O)O)n(C)c3nc12
 : -1	-1	-3	-7	5	-6	1	-2	2	-1
Oc1ccc(Br)cc1-c1n[nH]c(=S)n1Cc1ccccc1
 : -17	16	-7	0	6	-2	-5	4	-4	2
CCN(CC)C(=O)N1CCn2c(nc3ccccc32)C1
 : 0	3	2	-3	1	3	0	0	0	7
CCn1c(COC(=O)CNC(=O)c2ccccc2F)nc2cc(S(=O)(=O)N(C)C)ccc21
 : 1	-3	0	2	-1	-1	0	-6	-3	1
Nc1ccc(CNc2ncn[nH]2)cc1
 : -2	2	4	4	1	9	-7	3	2	6
CCCc1nc2oc3c(NCC(C)O)ncnc3c2c2c1CCCC2 (stereo unspecified)
 : 0	-4	-12	-3	7	1	-2	x	-3	3
COc1ccc(F)cc1S(=O)(=O)N1CCCC(C)C1 (stereo unspecified)
 : -3	-2	5	-2	1	4	-2	9	1	2
CCCCn1c(SCC(=O)NC2CCCC2)nc2ccccc2c1=O
 : -6	1	9	4	-1	-1	1	0	2	2
CCN(C)C1CN(Cc2cn(CCCC(=O)OC)nn2)S(=O)(=O)C1 (stereo unspecified)
 : -5	-1	2	8	-4	7	-1	x	5	3
CCOC(=O)NC(Cc1c[nH]c2ccccc12)C(=O)NCCc1ccc(S(N)(=O)=O)cc1 (stereo unspecified)
 : -4	0	5	2	2	5	1	-3	-1	1
CCC1C(=O)N=C(SCC(=O)Nc2nc3ccccc3s2)NC1=O (stereo unspecified)
 : 5	1	1	-7	-3	-9	-5	0	-1	5
O=C(/C=C1\NCC2c3ccccc3CCN2C1=O)c1ccccc1 (stereo unspecified)
 : -2	-1	3	11	3	6	-1	-1	0	1
CCOc1cc(C(=S)N2CCN(C)CC2)ccc1OCC(=O)N1CCOCC1
 : 0	-5	-5	6	0	-5	-1	13	3	0
O=C(NCCc1cccs1)c1ccc(Cl)cc1
 : 1	-1	-3	-1	1	14	-3	-1	-1	-6
COc1cccc(CC(=O)OCC(=O)NNC(=O)c2ccc([N+](=O)[O-])cc2)c1
 : 0	5	-4	1	5	0	-2	-1	0	-3
C[C@H](NC(=O)OC(C)(C)C)C(=O)NCC1CCC(C(=O)N[C@@H](Cc2ccccc2)C(=O)O)CC1 (stereo partly specified)
 : 4	-4	-1	4	4	-6	3	2	-4	3
CC(C)(C)c1nn2cnnc2n(/N=C/c2cccc3ccccc23)c1=O
 : 1	1	-7	2	2	-1	0	-4	4	-5
COc1ccccc1NC(=O)C(=O)NCCC1CCCCN1S(=O)(=O)c1ccccc1 (stereo unspecified)
 : -7	-3	8	-8	0	2	5	-12	-5	3

Next section
Below each compound – ABHD4 inh	rCAG binder	TCR-CD3 inh	SIAE inh	PRMT1 inh	TDP2 inh	LEDGF integ inh	HTRA1 inhibitor	MBD2 inh	GC-B act
CS(=O)(=O)c1ccc(C(=O)NCc2ccc(F)cc2)cc1
 : -3	-2	4	3	-2	-8	3	-1	1	1
COCCn1c(C)cc(C(=O)CN2c3cccc4cccc(c34)S2(=O)=O)c1C
 : 2	7	-4	11	1	-11	-3	-1	-2	0
c1ccc(NCc2cccnc2)cc1
 : 0	-1	5	0	0	2	2	-1	2	4
COc1cccc(NC(=O)CNC(=O)[C@@H]2Cc3ccccc3CN2C(=O)OC(C)(C)C)c1
 : 5	-5	6	2	3	-8	0	3	-2	0
CC1(C)CC(c2nc(-c3ccccc3)cs2)CCS1 (stereo unspecified)
 : -8	-2	0	1	1	2	1	-6	-3	-1
CC(c1nccs1)N(C)C(=O)CCc1nnc(-c2ccc(-c3ccccc3)cc2)o1 (stereo unspecified)
 : -4	-6	-9	-4	0	9	-2	-7	-2	-2
Cc1cc(C)nc(NS(=O)(=O)c2ccc(NC(=O)c3ccccc3C)cc2)n1
 : -7	5	-1	-6	6	-9	3	7	6	-1
Cc1c(Br)c([N+](=O)[O-])nn1CCCC(=O)Nc1sc2c(c1C#N)CCC2
 : 5	9	-3	-4	6	1	-2	-8	0	-9
COc1ccc(-c2nc3oc4cc(OC)ccc4c(=O)c3c(=O)n2Cc2ccco2)cc1
 : -17	15	3	-21	5	8	2	-25	2	-6
O=[N+]([O-])c1ccc(Nc2ccc(F)cc2)cc1
 : -2	2	-7	-3	1	1	1	-13	6	-6
CC(=O)c1cc2c(cc1NC(=O)c1ccc(-n3nc(C)cc3C)cc1)OCO2
 : 1	1	9	-2	8	0	-1	-1	4	1
C[C@H]1CN([C@@H](C)CO)C(=O)CCCn2cc(nn2)CO[C@@H]1CN(C)S(=O)(=O)c1cccc(C#N)c1
 : -5	4	1	-6	-2	5	1	1	-3	-2
O=C(Nc1ccc(Cl)cn1)C1CCCN(c2ncnc3c2nc2n3CCCCC2)C1 (stereo unspecified)
 : 3	-6	-1	8	-1	0	0	2	1	-2
O=S1(=O)CCN(CCc2ccccc2)CC1
 : 3	2	-1	3	4	-1	-3	2	-4	6
CCOC(=O)Cc1csc(NC(=O)Cc2ccc(C)cc2)n1
 : -2	-4	9	-3	-7	-5	-2	-7	-2	1
OCCNCC(O)CN1c2ccccc2Sc2ccccc21 (stereo unspecified)
 : 0	5	1	13	3	10	-2	3	-5	-31
COCCn1c(SCC(=O)N2CC(C)OC(C)C2)nc2c([nH]c3ccccc32)c1=O (stereo unspecified)
 : -2	-5	4	-11	3	-1	-7	0	4	-1
CC1SCC(=O)N(CC(=O)NC2CCCCC2)C1=O (stereo unspecified)
 : 17	1	0	15	-5	5	1	5	5	2
Cc1ccc(NCc2ccc([N+](=O)[O-])s2)cc1
 : 2	-3	3	-11	0	-14	0	1	-2	3

Reformatted with bars between the fields: entries from further up.
SMILES | ABHD4 inh | rCAG binder | TCR-CD3 inh | SIAE inh | PRMT1 inh | TDP2 inh | LEDGF integ inh | HTRA1 inhibitor | MBD2 inh | GC-B act
CS(=O)(=O)c1ccc(C(=O)NCc2ccc(F)cc2)cc1 | -3 | -2 | 4 | 3 | -2 | -8 | 3 | -1 | 1 | 1
COCCn1c(C)cc(C(=O)CN2c3cccc4cccc(c34)S2(=O)=O)c1C | 2 | 7 | -4 | 11 | 1 | -11 | -3 | -1 | -2 | 0

Compound activity deposited in PubChem by several laboratories.
